# Screening data: PubChem BioAssay, National Center for Advancing Translational Sciences (NCATS)
# TexasRed autofl: compound fluoresces in the Texas Red spectral region; Compound fluorescence, Texas Red channel, 547/618 nm; stronger effect = higher value; max dye-equivalent concentration, M; 59,000 tested, 0.06% active; in the data active means max dye-equivalent concentration above about 10 nM; inconclusive means between about 1.1 nM and that limit
#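 qHTS profiling of intrinsic compound fluorescence; 100 mM Tris pH 8.0; 15 min RT; ex 547 / em 618 nm; response expressed as Texas Red dye-equivalent concentration from six-point plate standard.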
# Fluorescein fluor: compound autofluorescence in fluorescein spectral region | max fluorescein-equivalent concentration, M | 59,000 tested, 0.91% active | Compound autofluorescence, 480/540 nm, fluorescein-equivalent; stronger effect = higher value; in the data active means max fluorescein-equivalent concentration above about 10 nM; inconclusive means between about 1.1 nM and that limit
#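 Compounds (23 nL) in 100 mM Tris pH 8.0, 15 min at room temperature, then fluorescence read at 480 nm excitation/540 nm emission. Signal converted to fluorescein-equivalent concentration from an on-plate fluorescein standard curve.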
# USP2a inhib: USP2a (human) protease inhibition. O75604. USP2a enzymatic assay, qHTS inhibition. Potency, µM (titrated, usually from 38.3 µM), for inactives: top-dose activity change, negative = inhibition, hits mostly inhibitors. 60,000 tested, 0.1% active;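 further: potency means the concentration at half of the fitted maximal effect; nearly all actives have a fitted effect of over 60% in size; plate controls were DMSO for no effect and NEM full inhibition control for full effect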
#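 USP2 core (20nM final) preincubated 30 min RT with compound, then Ub-PLA2 20nM and NBD C6-HPC 20uM final added; buffer 20mM Tris-HCl pH 8.0, 2mM CaCl2. Fluorescence Ex 460/Em 535 read at 0 and 2.5 h; normalized to NEM.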
# A350 autofl: A350 region autofluorescence | Compound autofluorescence, 340/450 nm, Alexa 350 dye-equivalents; stronger effect = higher value | max dye-equivalent concentration, M | 59,000 tested, 11% active | AID 590; in the data active means max dye-equivalent concentration above about 10 nM; inconclusive means mostly about 1.1 nM to 9.6 nM
# Rhodamine fluor: rhodamine region autofluorescence; max dye-equivalent concentration, M; 59,000 tested, 0.05% active; Rhodamine-region fluorescence, 547/598 nm, Tris buffer; stronger effect = higher value; AID 594; in the data active means max dye-equivalent concentration above about 11 nM; inconclusive means between about 1.1 nM and that limit
#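 Intensities are converted to rhodamine-equivalent concentration using a six-point rhodamine standard on each plate. Compounds sit 15 min at room temperature in 100 mM Tris buffer, pH 8.0; read uses the 547/598 nm excitation/emission pair.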
# HEK293 cAMP ctrl: raises cAMP in parental HEK293 cells, TSHR agonist counter-screen; parental HEK293 CNG cAMP sensor, membrane potential fluorescence; Potency, µM (doses to about 57.1 µM), inactives show at the highest dose activation, hits mostly activators; 73,000 tested, 2.5% active; further: potency means the concentration at half of the fitted maximal effect; % of control where 0% means no effect; nearly all actives have a fitted effect of over 55% in size
#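 Parental HEK 293 cells stably expressing a modified CNG channel (no TSHR) report cAMP rise as membrane depolarization. Membrane potential dye with 100 uM RO 20-1724 was loaded for 60 min at room temperature, then compound added for 30 min; fluorescence read at 590 nm.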
# BRCT inh red: inhibitors of human BRCA1 BRCT-phosphoprotein interaction (red fluorophore); P38398; BRCT-phosphopeptide binding, red fluorescence polarization; Potency, µM (highest dose often 76.9 µM), inactives show at the top dose activity change, negative = inhibition, most hits filed as inhibitors; 75,000 tested, 0.03% active; AID 892; further: on the % scale 0 is the no-effect control and ±100 the full control effect
#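 Rhodamine-labelled pBACH1 10-mer (100 nM) bound to BRCT domain (100 nM) at pH 7.3; compounds incubated 12 min room temperature, polarization read. Free peptide defines full inhibition; unlabelled decapeptide titrated as control.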
# 4-MU autofl: compounds fluorescent in 4-MU spectral region. AID 589. max dye-equivalent concentration, M. 59,000 tested, 11% active. compound autofluorescence, 340/450 nm, 4-MU equivalents; stronger effect = higher value; in the data active means max dye-equivalent concentration above about 10 nM; inconclusive means mostly about 1.1 nM to 9.6 nM
#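 Intrinsic fluorescence at 340/450 nm (ex/em) was read after 15 min at room temperature in pH 8.0, 100 mM Tris. Each compound concentration expressed as 4-MU-equivalent concentration from a six-point 4-MU standard series on each plate.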
# Caspase-7 inhib: caspase-7 (human) inhibition, allosteric or competitive | Potency, µM (titrated, usually from 57.5 µM), for inactives: at the highest dose activity change, negative = inhibition, actives largely listed as inhibitors | AID 889 | P55210 | 75,000 tested, 0.02% active | recombinant caspase-7, Ac-DEVD-AFC fluorescence rate; active means well fitted inhibition curve with a large enough effect in the main read-out, with a control signal flat, not every such curve was filed as active; inconclusive means small, poorly fitted or top-dose-only effect, or a change in a side signal; further: potency means the concentration at half of the fitted maximal effect; % of control where 0% means no effect
# Target sequence (P55210 24-198 limits assumed): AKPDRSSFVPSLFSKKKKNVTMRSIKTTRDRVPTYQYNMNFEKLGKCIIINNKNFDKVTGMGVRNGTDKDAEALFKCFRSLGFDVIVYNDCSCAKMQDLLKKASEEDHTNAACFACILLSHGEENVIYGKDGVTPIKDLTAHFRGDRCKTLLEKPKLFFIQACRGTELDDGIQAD
# Target sequence (P55210 207-303 limits assumed): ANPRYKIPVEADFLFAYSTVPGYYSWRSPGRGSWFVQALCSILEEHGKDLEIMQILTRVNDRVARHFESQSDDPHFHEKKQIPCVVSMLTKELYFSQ
# Caspase-1 inhib: caspase-1 (human) inhibition, allosteric or competitive. Caspase-1 enzyme, Ac-WEHD-AFC fluorogenic rate. 75,000 tested, 0.03% active. Potency, µM (doses to about 57.5 µM), for the others: at the top dose activity change, negative = inhibition, usual class: inhibitors. P29466;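 further: potency means the concentration at half of the fitted maximal effect; plate controls were vehicle for no effect and no substrate for full effect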
# Target sequence (P29466 120-297 limits assumed): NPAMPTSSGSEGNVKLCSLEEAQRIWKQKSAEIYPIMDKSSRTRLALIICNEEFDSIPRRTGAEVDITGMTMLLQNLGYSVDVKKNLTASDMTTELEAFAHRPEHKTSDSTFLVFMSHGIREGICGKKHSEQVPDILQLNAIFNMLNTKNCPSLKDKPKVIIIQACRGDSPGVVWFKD
# Target sequence (P29466 317-404 limits assumed): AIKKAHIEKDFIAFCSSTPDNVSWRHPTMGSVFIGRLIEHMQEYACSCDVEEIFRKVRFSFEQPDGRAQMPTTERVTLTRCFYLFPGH
# BRCT PPI green: inhibitors of human BRCA1 BRCT-phosphoprotein interaction (green fluorophore). Potency, µM (top dose mostly 76.9 µM), inactives show at the highest dose activity change, negative = inhibition, most hits filed as inhibitors. 75,000 tested, 0.05% active. P38398. BRCA1 BRCT-phosphopeptide binding, green fluorescence polarization;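 further: potency means the concentration at half of the fitted maximal effect; plate controls were peptide without protein for full effect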
#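 Fluorescence polarization: His-tagged BRCT (~35 kDa BRCA1 C-terminus, 250 nM) bound to 100 nM fluorescein-labeled phosphorylated 10-aa BACH1 peptide, pH 7.3 phosphate buffer with DTT and Tween 20. Compounds incubated 12 min at room temperature; inhibition read as lowered polarization.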
# * hit, by the source's call; i = inactive; u = inconclusive; x = no result given; & = joins results of further samples; [ ] = another dose, or the depositor's remark. Unless noted, the call rests on the fitted dose curve; in most records, active means well fitted curve in the direction sought with a large enough effect; inconclusive means small, poorly fitted or top-dose-only effect, or another doubt; inactive means no such curve, though single readings can be large; an effect the other way counts as inactive or inconclusive. An excerpt; rates above refer to the full screens.
SMILES,TexasRed autofl,Fluorescein fluor,USP2a inhib,A350 autofl,Rhodamine fluor,HEK293 cAMP ctrl,BRCT inh red,4-MU autofl,Caspase-7 inhib,Caspase-1 inhib,BRCT PPI green
COC(=O)c1ccc(C(NC(=O)OCc2ccccc2)/C(=C/[C@@H](C)C(=O)NCc2ccc(-c3ccccc3)cc2)c2cccnc2)cc1 (stereo partly specified),x,x,x,x,x,13%,-0.5%,x,-1%,0%,-1.5%
COc1ccc(Nc2nc3c(c(=O)n(C)c(=O)n3C)n2CCO)cc1,i,u,4%,u,i,u,-1.7%,u,-3%,-6%,-5.6%
c1ccc(-c2nnc(CSc3nc4ccccc4[nH]3)o2)cc1,u,u,12%,i,i,9%,0.1%,i,0%,-4%,0.4%
COc1cccc(N2CCN(C3CC(=O)N(c4ccc(F)c(Cl)c4)C3=O)CC2)c1 (stereo unspecified),i,i,8%,i,i,-5%,-1.6%,i,-1%,5%,-1.5%
CCCc1[nH]nc2c1C1(C(=O)N(C(C)C)c3ccccc31)C(C#N)=C(N)O2 (stereo unspecified),u,i,16%,i,i,10%,0.8%,i,0%,-1%,1.4%
COC(=O)CSc1nc(C)c(C(C)=O)cc1C#N,i,u,x,i,i,x,x,i,x,x,x
COc1ccc(OC)c(NC(=O)COC(=O)c2ccc(S(=O)(=O)N3CCOCC3)cc2)c1,i,u,9%,i,i,-5%,-3.6%,i,9%,1%,-7.5%
O=C(c1ccncc1)c1ccc(Br)cc1,i,i,-10%,i,i,-4%,-0.2%,i,-2%,0%,0.1%
COC(=O)C1CCN(C(=O)COC(=O)c2n[nH]c3ccccc23)CC1,i,u,-8%,u,i,0%,-2.0%,i,9%,1%,-3.0%
COc1ccc(C=Nc2c(O)ccc3ccccc23)cc1OC,i,i,x,u,i,0%[11.4 µM],-2.2%[15.4 µM],1.3e-08M*,0%[11.5 µM],-3%[11.5 µM],4.8%[15.4 µM]
CC(C)(C)NC(=O)Cn1cc(C#N)c2cc(Br)ccc21,u,i,-1%,i,i,15%,1.0%,i,1%,-1%,-0.6%
COc1ccc(Cl)cc1NC(=O)CSc1ncnc2c1oc1ccccc12,i,i,2%,i,i,10%,0.0%,i,0%,2%,-0.9%
OCCN1CCN(CCCN2c3ccccc3C=Cc3ccccc32)CC1,x,x,4%&10%,x,x,x,-1.6%&-1.8%,x,-1%&1%,3%&-2%,-1.9%&-2.4%
CN(C)C(=O)c1ccc(-c2ccc3ncnc(NC4CCNCC4)c3c2)cc1,i,u,7%,i,i,-13%,-1.4%,i,-1%,0%,1.9%
O=[N+]1C2=C(CCCC2)N([O-])C12CCCC2,i,i,x,i,i,-2%,-0.5%,i,2%,-2%,-3.3%
CC(=O)c1cccc(NC(=O)N[C@@H](CC(C)C)C(=O)O)c1,i,u,4%,i,i,3%,0.3%,i,-2%,-1%,-2.6%
NC(=O)c1ccccc1N=Cc1ccccn1,i,i,-3%,3.3e-07M*,i,5%,0.0%,4.5e-07M*,-7%,-6%,0.3%
CCOC(=O)C1(c2nc(N)cs2)COC(=O)C1 (stereo unspecified),i,i,x,i,i,x,x,i,x,x,x
Cc1cc(NC(=O)CSc2nnc(COc3ccccc3)n2Cc2ccco2)no1,i,i,-4%,u,i,-8%,0.7%,i,0%,-4%,-0.8%
CC(=O)OCC(=O)[C@@]12OC(C)(C)O[C@@H]1C[C@H]1[C@@H]3C[C@H](F)C4=CC(=O)C=C[C@]4(C)[C@@]3(F)[C@@H](O)C[C@@]12C,i,i,x,i,i,x,x,i,x,x,x
O=C(Nc1cnccn1)c1ccncc1,i,i,6%,u,i,14%,-0.3%,i,-1%,0%,0.7%
CC(C)Oc1ccccc1C1CC(=O)Nc2cc3c(cc21)OCO3 (stereo unspecified),i,i,1%,i,i,u,-3.1%,i,-5%,-1%,1.0%
CC1(C)CC(=O)c2cnc(N3CCN(c4ccccc4)CC3)nc2C1,u,i,8%,i,i,18%,-1.1%,i,-1%,2%,0.8%
Cc1ccc(NC(=O)C(C)Sc2nnc(-c3cccnc3)o2)cc1 (stereo unspecified),i,i,-5%,i,i,1%,0.0%,i,0%,0%,-1.9%
CN1CC(=O)N(C)c2ncn(Cc3ccccc3)c2C1=O,i,i,7%,i,i,u,-1.2%,i,-1%,1%,0.4%
Cc1cccc(OCCCC(=O)O)c1C,i,i,8%,i,i,15%,1.5%,i,1%,1%,0.0%
CCC1CCCCN1Cc1ccc(OC)c(OC)c1 (stereo unspecified),x,x,0%,x,x,10%,1.8%,x,0%,1%,-0.8%
CCCCCn1c(=O)[nH]c2cc(C(=O)NCCN(CC)CC)ccc2c1=O,i,i,6%,4e-08M*,i,5%,-0.6%,4.4e-08M*,1%,-1%,-0.4%
Cc1n[nH]c(C)c1S(=O)(=O)N(CC(=O)NC1CCCC1)c1ccc(C(C)C)cc1,x,x,x,x,x,12%,0.0%,x,-4%,-2%,-0.9%
COC(=O)N(/C=C/c1ccc(OC)cc1)CCc1ccc(OC)c(OC)c1,x,x,x,x,x,20%[11.4 µM],1.3%[15.4 µM],x,0%[11.5 µM],-2%[11.5 µM],-7.3%[15.4 µM]
COc1ccc(N2CCN(CCNC(=O)C3CCN(S(=O)(=O)c4cccs4)CC3)CC2)cc1,u,i,7%,i,i,-3%,0.1%,i,-3%,4%,-1.2%
Cc1noc(C)c1-c1nc(NCc2cccnc2)c2ccccc2n1,i,i,14%,i,i,3%,-0.9%,i,0%,1%,-0.7%
O=C(c1ccco1)N1CCN(C(=O)c2cc(-c3ccccn3)nc3ccc(Cl)cc23)CC1,i,u,39%[activator],i,i,12%,-0.3%,i,-18%,-7%,0.0%
O=C1Nc2ccccc2C(O)(C(=O)NCc2ccco2)N1c1ccc(Cl)cc1 (stereo unspecified),i,i,-3%,i,i,u,-0.8%,i,3%,1%,-0.4%
COc1ccccc1CNc1ncncc1-c1cccc(C#N)c1,i,u,-8%,i,i,18%,-0.3%,i,0%,-1%,1.0%
COc1ccc(NC(=O)C2CCCCN2S(=O)(=O)c2ccc(F)cc2)cc1 (stereo unspecified),x,x,x,x,x,-2%,-0.1%,x,1%,-3%,-0.4%
Cc1ccc2c(CC(=O)Nc3ccc(N4CCN(C)CC4)cc3C)coc2c1,i,i,23%,i,i,-7%,1.1%,i,1%,-2%,-0.5%
CCCCSc1nnc2nc(C)cc(C)n12,u,i,x,i,i,9%,-1.0%,i,1%,0%,-0.1%
CC(=O)Nc1ccc(NC(=O)Cn2cnc3c(cnn3C(C)(C)C)c2=O)cc1,i,i,7%,i,i,4%,-0.1%,i,-4%,1%,1.1%
O=C1c2ccccc2N2C(=O)c3ccccc3C2N1Cc1ccco1 (stereo unspecified),x,x,45%[activator],x,x,25µM*,-0.9%,x,-2%,-3%,4.7%
CC1=C(C(=O)NCc2ccccc2)C(c2ccccc2OCC(N)=O)NC(=O)N1 (stereo unspecified),i,u,4%,5.9e-08M*,i,10%,-1.6%,5.6e-08M*,-4%,-4%,-1.0%
O=C(NCCn1ccc2ccccc21)C1CCCCC1,x,x,x,x,x,u,-0.8%,x,-1%,-4%,-1.6%
O=C(Nc1ccccc1C(=O)N1CCOCC1)c1cccc(S(=O)(=O)N2CCCC2)c1,i,i,4%,i,i,5%,0.8%,i,-1%,-2%,-1.5%
Cc1c(/C(O)=C2/C(=O)C(=O)N(CCCN3CCOCC3)C2c2ccncc2)cnn1-c1ccccc1 (stereo unspecified),i,i,x,i,i,x,x,i,x,x,x
CCOC(=O)c1oc2cc(O)ccc2c(=O)c1-c1csc(C)n1,i,u,0%,i,i,14%,-0.4%,i,0%,0%,-3.1%
N#Cc1ccccc1OCC(=O)Nc1c(C(=O)C2CC2)oc2ccccc12,i,i,141%[activator],1.1e-08M*,i,u,-0.7%,1.2e-08M*,-1%,1%,-2.8%
N#C/C(=C\c1c(N2CCOCC2)nc2ccccn2c1=O)S(=O)(=O)c1ccccc1,x,x,x,x,x,-9%,-2.6%,x,-17%,-13%,-3.4%

# A350 autofl: entries above that show a hit
SMILES | TexasRed autofl | Fluorescein fluor | A350 autofl | Rhodamine fluor | BRCT inh red | 4-MU autofl | Caspase-7 inhib | Caspase-1 inhib | BRCT PPI green
NC(=O)c1ccccc1N=Cc1ccccn1 | i | i | 3.3e-07M* | i | 0.0% | 4.5e-07M* | -7% | -6% | 0.3%
CCCCCn1c(=O)[nH]c2cc(C(=O)NCCN(CC)CC)ccc2c1=O | i | i | 4e-08M* | i | -0.6% | 4.4e-08M* | 1% | -1% | -0.4%
CC1=C(C(=O)NCc2ccccc2)C(c2ccccc2OCC(N)=O)NC(=O)N1 (stereo unspecified) | i | u | 5.9e-08M* | i | -1.6% | 5.6e-08M* | -4% | -4% | -1.0%
N#Cc1ccccc1OCC(=O)Nc1c(C(=O)C2CC2)oc2ccccc12 | i | i | 1.1e-08M* | i | -0.7% | 1.2e-08M* | -1% | 1% | -2.8%
